# EBI2 block – EBI2 (human) antagonism; EBI2 beta-arrestin recruitment, luminescence, 7a,25-OHC stimulated; P32249; actives 0.81% (n = 360,000); AID 651636; inhibition, % at 5 µM; in the data active = inhibition above about 38%;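 note: enzyme fragment complementation signal reports receptor beta-arrestin coupling in cells; 0% = agonist plus DMSO wells and 100% = wells without agonist; some results beyond the cut were filed as inactive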
# Gli-Sufu block – Gli-Sufu pathway antagonism; Sufu-KO-LIGHT fibroblasts, Gli luciferase reporter luminescence; inhibition, % at 5 µM; actives 0.74% (n = 340,000); AID 588413;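 active = inhibition above about 55%, limit read from the data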;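 note: 0% = DMSO-treated cells and 100% = wells with medium but no cells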
# APOBEC3G inh – blocks human APOBEC3G single-stranded DNA deamination; Q9HC16; recombinant A3G, ssDNA deamination FAM/TAMRA fluorescence; inhibition, % at 20 µM; actives 0.28% (n = 330,000);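 active = inhibition of at least 40% at 20 µM, with no more than 30% in the related APOBEC3A deaminase screen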;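 note: plate controls were DMSO wells with A3G for no effect and wells lacking A3G enzyme for full effect; some compounds called inactive have numbers as strong as hits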
# Target sequence (Q9HC16 whole entry, looked up): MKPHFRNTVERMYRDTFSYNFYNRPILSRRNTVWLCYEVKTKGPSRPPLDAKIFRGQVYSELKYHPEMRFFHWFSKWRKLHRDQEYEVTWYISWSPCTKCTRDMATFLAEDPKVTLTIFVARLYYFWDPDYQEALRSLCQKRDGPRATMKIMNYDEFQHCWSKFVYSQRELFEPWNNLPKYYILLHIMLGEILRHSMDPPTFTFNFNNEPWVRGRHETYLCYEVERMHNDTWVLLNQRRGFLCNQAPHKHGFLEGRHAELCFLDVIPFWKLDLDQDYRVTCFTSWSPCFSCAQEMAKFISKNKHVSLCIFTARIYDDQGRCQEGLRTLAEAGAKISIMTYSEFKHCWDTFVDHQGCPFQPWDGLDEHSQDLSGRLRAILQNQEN
# CCR6 antagonist – blocks CCL20-driven beta-arrestin recruitment at human CCR6; P51684; CHO-K1 CCR6 PathHunter beta-arrestin, luminescence, CCL20-stimulated; inhibition, % at 20 µM; actives 0.49% (n = 340,000); AID 493098;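 active = compounds whose inhibition of the agonist-driven luminescence signal at 20 µM reaches about 50%, limit read from the data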;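 note: cells stimulated with CCL20 at 14 nM final; plate controls were DMSO with CCL20 for no effect and DMSO without agonist for full effect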
# CXCR6 block – inhibitors of human CXCR6 receptor; O00574; CHO-K1 PathHunter CXCR6 beta-arrestin, luminescence; inhibition, % at 20 µM; actives 0.36% (n = 360,000); AID 602244; in the data active = inhibition above about 34%, passing the limit was not always enough;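 note: antagonist mode with CXCL16 agonist at 10 nM final; 0% = 10 nM CXCL16 with DMSO and 100% = unstimulated wells without agonist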
# Target sequence (O00574 whole entry, looked up): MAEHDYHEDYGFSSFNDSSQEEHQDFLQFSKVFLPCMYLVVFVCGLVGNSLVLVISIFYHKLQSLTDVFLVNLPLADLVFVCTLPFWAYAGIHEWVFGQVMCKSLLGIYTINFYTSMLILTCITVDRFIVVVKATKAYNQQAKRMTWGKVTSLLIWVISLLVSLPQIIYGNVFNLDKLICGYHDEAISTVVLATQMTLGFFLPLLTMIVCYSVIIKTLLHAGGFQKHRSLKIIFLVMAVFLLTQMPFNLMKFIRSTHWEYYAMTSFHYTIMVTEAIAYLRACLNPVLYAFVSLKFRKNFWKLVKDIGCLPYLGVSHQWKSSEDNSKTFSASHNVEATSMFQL
# A3A deaminase – blocks human APOBEC3A ssDNA deamination; P31941; recombinant A3A, FAM/TAMRA ssDNA deamination fluorescence; inhibition, % at 20 µM; actives 0.41% (n = 330,000); AID 493011;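 active = at least 40% inhibition at 20 µM here, with at most 30% in a related deaminase screen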;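 note: plate controls were A3A with DMSO for no effect and wells lacking A3A enzyme for full effect; some results filed as inactive read as strong as hits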
# Target sequence (P31941 whole entry, looked up): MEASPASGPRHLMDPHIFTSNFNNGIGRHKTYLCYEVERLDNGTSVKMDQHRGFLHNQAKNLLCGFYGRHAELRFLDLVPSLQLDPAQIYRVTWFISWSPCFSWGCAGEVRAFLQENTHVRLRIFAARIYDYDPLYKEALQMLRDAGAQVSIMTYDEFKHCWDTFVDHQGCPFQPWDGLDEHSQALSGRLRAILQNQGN
# NR3A LBD binder – NR3A (human) ligand-binding domain modulation. Tm shift relative to glycine control, % at 25 µM. actives 2.5% (n = 340,000). NR3A LBD differential scanning fluorimetry, Tm shift; 0% = protein alone, 100% = glycine-bound protein. AID 1259313;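 active = melting temperature shift of at least 10% of the positive control shift, at one fixed dose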
# MPTP block – inhibitors of mitochondrial permeability transition pore; inhibition, % at 10 µM; isolated mouse mitochondria, Ca2+ swelling absorbance, 30 min; actives 1.4% (n = 360,000);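 active = inhibition of 50% or more, scaled per plate between neutral and stimulator controls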;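 note: 0% = DMSO wells given calcium and 100% = 1 mM EGTA wells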
# Starred values were filed as active, the others as inactive; x = no result given.
SMILES,EBI2 block,Gli-Sufu block,APOBEC3G inh,CCR6 antagonist,CXCR6 block,A3A deaminase,NR3A LBD binder,MPTP block
O=C(CSc1nnc2ccc(-c3ccccc3)nn12)NCC1CCCO1 (stereo not given),0,2,-5,8,-8,-3,-1,2.1
CC1=C(C(N)=O)C(c2cccs2)NC(=S)N1 (stereo not given),-6,-2,-2,10,-5,-4,0,-0.7
CCS(=O)(=O)c1ccc(O)c(NC(=O)Nc2ccccc2OC)c1,-2,-4,6,-3,5,2,-17,0.9
O=C(c1cccc(Cl)c1)N1CCn2c1nc1ccccc12,-5,5,-5,5,-26,3,0,1.1
Cc1cccc(OCC(=O)OC(C)CN2CCCCC2)c1 (stereo not given),3,-2,0,2,-5,-4,-1,0.0
O=C(OCC#CCSc1nnc(-c2cccc3ccccc23)o1)c1ccc(F)cc1,-8,5,-6,3,-1,-3,2,-0.6
Cc1ccc(CNS(=O)(=O)c2ccc3c(c2)NC(=O)CO3)cc1,-3,-15,20,4,-5,4,-3,-0.6
CSc1ncccc1C(=O)OC(C)C(=O)Nc1cccc(S(=O)(=O)N2CCOCC2)c1 (stereo not given),-12,2,-4,4,-2,-4,-1,-4.2
Cc1nn(CC(C)C)c(=S)[nH]c1=O,-12,-3,-3,-3,4,1,-4,1.9
CN(Cc1ccccc1)C(=O)COC(=O)c1ccc(Cl)c(N)c1,2,4,-1,1,2,0,-8,0.2
O=C(CNC(=O)c1ccc(Br)cc1)NC1=NCCS1,-1,18,-1,4,-2,-5,-1,0.3
Cc1ccc(NC(=O)CN(C)CC(=O)Nc2ccccc2C(=O)Nc2ccccc2)cc1,-3,-1,-17,-1,2,-4,0,0.9
O=C(COC(=O)Cc1c(F)cccc1Cl)NC(=O)Nc1ccccc1F,-8,-5,-6,0,0,-2,-4,-1.0
O=C(NC12CC3CC(CC(C3)C1)C2)c1cc2nc(-c3ccco3)cc(C(F)(F)F)n2n1,24,18,6,13,1,4,-14,4.7
CC1CN(C(=O)CCC(=O)NCCCN2CCC(Cc3ccccc3)CC2)c2cc(Cl)ccc2O1 (stereo not given),-3,-4,-9,20,18,-7,-1,18
O=C(CCc1nnc(COc2ccccc2)o1)NCCc1cccs1,7,1,-3,14,-4,-2,-1,1.3
COCCC(=O)N1CCC(Oc2ccc(C(=O)N3CCCC(OC)C3)cc2)CC1 (stereo not given),-3,-27,-9,10,-2,-6,0,1.5
CSc1ccc(-c2nc(CSCC(=O)NC3CC3)c(C)o2)cc1,12,70*,-5,5,5,-3,3,-1.0
COc1cc(-c2cc(C(=O)Nc3cccc(S(=O)(=O)N(C)C)c3)c3ccccc3n2)cc(OC)c1OC,-9,-10,-2,21,-6,0,-2,1.0
COc1ccc(NC(=O)CN2C(=O)CSC2=O)cc1,0,-4,-11,2,1,-3,-1,-0.4
CC(C)[C@H](NS(=O)(=O)c1ccc(Cl)cc1)C(=O)OCC(=O)NCCN1C(=O)CSC1=O,-7,-2,-2,4,-2,1,0,0.8
COc1cc(OC)c(NC(=O)c2sc3ncn(CC(=O)N4CCOCC4)c(=O)c3c2C)cc1Cl,3,-14,-3,10,8,-3,-2,-1.6
CCc1cccc(C)c1NC(=S)N1CCCCC1c1cccnc1 (stereo not given),-3,0,-9,5,-5,-4,1,1.5
CSCCC(NC(=O)c1ccccc1Cl)C(=O)NCC(c1ccco1)N1CCCCC1 (stereo not given),6,8,-2,2,-6,1,1,-0.7
O=C(O)c1ccc(C=NN2CCCCCC2)cc1,12,-48,x,10,1,x,0,0.5
SMILES,EBI2 block,Gli-Sufu block,APOBEC3G inh,CCR6 antagonist,CXCR6 block,A3A deaminase,NR3A LBD binder,MPTP block
c1ccc2c(CNc3ccc(CNc4ncn[nH]4)cc3)cccc2c1,1,-13,-5,3,-9,-17,0,-4.8
O=C(c1ccc2c(c1)OCO2)C1CCCN(Cc2cc(F)ccc2-n2cccn2)C1 (stereo not given),8,11,-10,7,0,1,-2,1.3
CCCCC(=O)Nc1ccc(N2CCN(C(=O)CC)CC2)cc1,-6,-2,-3,-6,-5,2,-1,-1.4
O=C(Nc1ccccc1N1CCCC1)C1CCN(C(=O)c2ccc(Cl)cc2)CC1,32,-2,-10,11,-5,-1,0,0.4
Cc1ccc(C(=O)N2CC(C(=O)O)C2)cc1,3,8,-2,-1,-9,-1,-2,-1.2
O=C(Nc1ccc(C(=O)O)cc1)/C(=C\c1ccc2c(c1)OCO2)NC(=O)c1ccccc1,-2,1,-2,11,6,-1,-1,0.9
O=C(N/N=C/c1ccc(OCc2ccccc2)cc1)c1ccncc1,11,-17,-7,-7,-2,-6,5,1.8
CCC/C(C(=O)NCCO)=C1/c2ccccc2C(=O)N1c1ccccc1,-4,-7,0,3,-10,0,-1,-0.4
CCOC(=O)CNC(=O)c1cnc(Nc2ccccc2OC)c2ccccc12,-11,4,-3,6,-4,5,2,-0.1
O=C(Nc1ccccc1)c1sc(Cl)nc1-c1ccccc1,-7,5,-5,12,-2,0,-5,-0.7
CC(C)OP(=O)(OC(C)C)C1(NS(=O)(=O)c2ccc(Cl)cc2)C=C(Cl)C(=O)C(Cl)=C1,-2,-8,-6,-2,-12,-7,-4,4.6
COc1ccc(C2CC(O)(c3ccccc3)Oc3c(C)ccc(C)c32)cc1 (stereo not given),24,-13,-9,16,11,-1,-8,1.8
O=C(Nc1ccc(S(=O)(=O)N2CCOCC2)cc1)c1ccc2c(c1)S(=O)(=O)c1ccccc1C2=O,-7,6,-4,-7,-13,0,2,-2.2
CCN1/C(=C/c2ccc3cc(C)ccc3[n+]2C)Sc2ccc3sccc3c21,-4,86*,x,13,13,x,-3,34
c1ccc2c(c1)nc1n2CCS1,-5,5,1,8,-7,1,-1,-1.8
CCOC(=O)N1CCN(C(=O)COC(=O)c2cccc(C)c2[N+](=O)[O-])CC1,-8,4,1,5,1,0,-1,0.4
CC(=O)N(CCc1cccc(C)c1)Cc1cc2ccc(C)cc2[nH]c1=O,-3,-15,1,14,0,2,-10,0.0
COc1ccc(CN(CC2CCCO2)S(=O)(=O)c2ccc(C(=O)O)cc2)cc1OC (stereo not given),-4,-3,-4,7,-3,-2,1,-0.6
CCN1CCN(C(c2cccs2)C(C)NC(=S)Nc2cccc(C)c2C)CC1 (stereo not given),2,12,-3,13,6,0,0,1.5
CCCCCn1c(SCC#N)nc2cc(C(=O)NCC3CCCO3)ccc2c1=O (stereo not given),-25,3,-10,7,6,-2,-2,2.2
Cc1ccc(NC(=O)C2CCC(CNc3c(N4CCC(C)CC4)c(=O)c3=O)CC2)cc1F (stereo not given),4,30,-1,13,-1,-3,-1,5.0
CC(C)c1nc2ccc(C(=O)O)cc2[nH]1,0,-6,-7,10,-1,-2,-1,-1.0
COCCCN1C(=O)N(c2ccccc2)C(=O)C1CC(=O)Nc1ccc(F)cc1 (stereo not given),1,3,-3,-1,-6,1,1,0.6
O=C(CN1N=C(c2ccccc2)CCC1=O)NCc1cccs1,6,1,-9,8,-4,0,0,-0.6
CCCn1c(SCCC(=O)O)nc2ccccc21,-1,x,-2,-8,5,0,-2,-0.2

# 14 structures from above, arranged by molecular weight, high to low.
SMILES,EBI2 block,Gli-Sufu block,APOBEC3G inh,CCR6 antagonist,CXCR6 block,A3A deaminase,NR3A LBD binder,MPTP block
O=C(Nc1ccc(S(=O)(=O)N2CCOCC2)cc1)c1ccc2c(c1)S(=O)(=O)c1ccccc1C2=O,-7,6,-4,-7,-13,0,2,-2.2
CCCCCn1c(SCC#N)nc2cc(C(=O)NCC3CCCO3)ccc2c1=O (stereo not given),-25,3,-10,7,6,-2,-2,2.2
O=C(Nc1ccccc1N1CCCC1)C1CCN(C(=O)c2ccc(Cl)cc2)CC1,32,-2,-10,11,-5,-1,0,0.4
O=C(c1ccc2c(c1)OCO2)C1CCCN(Cc2cc(F)ccc2-n2cccn2)C1 (stereo not given),8,11,-10,7,0,1,-2,1.3
CCN1/C(=C/c2ccc3cc(C)ccc3[n+]2C)Sc2ccc3sccc3c21,-4,86*,x,13,13,x,-3,34
CCOC(=O)N1CCN(C(=O)COC(=O)c2cccc(C)c2[N+](=O)[O-])CC1,-8,4,1,5,1,0,-1,0.4
COc1ccc(C2CC(O)(c3ccccc3)Oc3c(C)ccc(C)c32)cc1 (stereo not given),24,-13,-9,16,11,-1,-8,1.8
CC(=O)N(CCc1cccc(C)c1)Cc1cc2ccc(C)cc2[nH]c1=O,-3,-15,1,14,0,2,-10,0.0
c1ccc2c(CNc3ccc(CNc4ncn[nH]4)cc3)cccc2c1,1,-13,-5,3,-9,-17,0,-4.8
O=C(CN1N=C(c2ccccc2)CCC1=O)NCc1cccs1,6,1,-9,8,-4,0,0,-0.6
CCCCC(=O)Nc1ccc(N2CCN(C(=O)CC)CC2)cc1,-6,-2,-3,-6,-5,2,-1,-1.4
O=C(Nc1ccccc1)c1sc(Cl)nc1-c1ccccc1,-7,5,-5,12,-2,0,-5,-0.7
CCCn1c(SCCC(=O)O)nc2ccccc21,-1,x,-2,-8,5,0,-2,-0.2
Cc1ccc(C(=O)N2CC(C(=O)O)C2)cc1,3,8,-2,-1,-9,-1,-2,-1.2

# (next part)
SMILES,EBI2 block,Gli-Sufu block,APOBEC3G inh,CCR6 antagonist,CXCR6 block,A3A deaminase,NR3A LBD binder,MPTP block
COc1ccc(S(=O)(=O)N2CCCC(C(=O)N3CCCC3)C2)cc1OC (stereo not given),1,-6,-3,9,-5,0,0,-1.7
COC(=O)C1=C(CSCc2ccco2)NC(=O)NC1c1cc(C)ccc1C (stereo not given),-2,7,-2,2,0,2,0,1.9
CCN(CC)c1ccc(/C=N\N2CCN(Cc3ccc(C)cc3)CC2)cc1,17,11,-1,5,-10,1,0,2.7
Cc1cccc(NC(=O)Cn2cccc2)c1,-6,-3,-5,-13,3,1,-1,0.3
O=C(O)c1ccccc1C(=O)c1cccs1,-3,14,-2,-22,-9,-1,-1,-2.3
Cc1cccc(C)c1OCC1CNC(=O)O1 (stereo not given),9,-20,-4,1,0,-9,0,0.5
Cc1nc(NC(=S)NC(=O)c2ccccc2)sc1C,6,-70,-5,23,14,-4,1,1.7
Cn1c(SCc2nc(-c3ccccc3)no2)nnc1-c1cccs1,5,3,-9,3,5,-4,-3,1.3
CCOc1ccc(-n2c(C)c(C(C)=O)c3cc(O)ccc32)cc1,-4,-7,-1,-12,0,0,3,0.0
Cn1c(=O)c2c(ncn2CC(=O)OCC(=O)Nc2ccc(F)cc2F)n(C)c1=O,0,-15,-7,-4,2,-4,-1,1.4
COc1ccc(C(=O)N2N=C(c3ccccc3)CC2(O)C(F)(F)F)cc1 (stereo not given),-5,-9,x,11,-4,x,-5,1.8
Cc1ccc(S(=O)(=O)N2CCC(C(=O)OC(C)C(=O)NC3CCCCC3C)CC2)cc1 (stereo not given),8,-2,-6,7,6,-3,-1,-0.9
Cc1cccc(-c2nc(CC(=O)Nc3cccc(S(=O)(=O)NC4=NCCC4)c3)cs2)c1,3,-18,-5,6,-10,4,-2,-0.4
C[C@]12c3[nH]c4cc(-c5ccco5)ccc4c3CCN1C(=O)[C@@H](CC(=O)NCCN1CCOCC1)C[C@@H]2C(=O)N1CCCCC1,3,23,-4,16,4,-1,0,-1.2
COc1ccc(-n2c(-c3ccc(Br)cc3)c[n+]3c2SC(C)C3)cc1 (stereo not given),7,76*,3,9,8,7,-3,4.6
